Compound activity as filed in PubChem.
3CLpro inhibitor: SARS-CoV 3CLpro protease inhibition | recombinant SARS-CoV 3CLpro, quenched FRET peptide cleavage | inhibition, % at 6 µM | hit rate 0.14% among 290,000 | AID 1706; in the data active means inhibition above about 12%
BoNT-A LC inh2: inhibitors of Botulinum neurotoxin A light chain protease; multiplex microsphere protease substrate cleavage, flow cytometry; inhibition, % at 10 µM; hit rate 0.17% among 360,000; further: plate controls were buffer without enzyme for full effect and enzyme alone for no effect
PrPC TRFRET: cell surface PrPC inhibition, primary TR-FRET screen; P04156; TR-FRET read-out; inhibition, % at 13.8 µM; hit rate 0.43% among 370,000; AID 720596; in the data active means inhibition above about 24%; further: 0% = median of the test wells and 100% = reference compound wells
Anthrax LF inh2: blocks Bacillus anthracis lethal factor protease; P15917; multiplex microsphere protease cleavage assay, LF; inhibition, % at 10 µM; hit rate 0.12% among 360,000; AID 588501; further: plate controls were buffer without enzyme for full effect and enzyme alone for no effect
Target sequence (P15917 whole entry, looked up): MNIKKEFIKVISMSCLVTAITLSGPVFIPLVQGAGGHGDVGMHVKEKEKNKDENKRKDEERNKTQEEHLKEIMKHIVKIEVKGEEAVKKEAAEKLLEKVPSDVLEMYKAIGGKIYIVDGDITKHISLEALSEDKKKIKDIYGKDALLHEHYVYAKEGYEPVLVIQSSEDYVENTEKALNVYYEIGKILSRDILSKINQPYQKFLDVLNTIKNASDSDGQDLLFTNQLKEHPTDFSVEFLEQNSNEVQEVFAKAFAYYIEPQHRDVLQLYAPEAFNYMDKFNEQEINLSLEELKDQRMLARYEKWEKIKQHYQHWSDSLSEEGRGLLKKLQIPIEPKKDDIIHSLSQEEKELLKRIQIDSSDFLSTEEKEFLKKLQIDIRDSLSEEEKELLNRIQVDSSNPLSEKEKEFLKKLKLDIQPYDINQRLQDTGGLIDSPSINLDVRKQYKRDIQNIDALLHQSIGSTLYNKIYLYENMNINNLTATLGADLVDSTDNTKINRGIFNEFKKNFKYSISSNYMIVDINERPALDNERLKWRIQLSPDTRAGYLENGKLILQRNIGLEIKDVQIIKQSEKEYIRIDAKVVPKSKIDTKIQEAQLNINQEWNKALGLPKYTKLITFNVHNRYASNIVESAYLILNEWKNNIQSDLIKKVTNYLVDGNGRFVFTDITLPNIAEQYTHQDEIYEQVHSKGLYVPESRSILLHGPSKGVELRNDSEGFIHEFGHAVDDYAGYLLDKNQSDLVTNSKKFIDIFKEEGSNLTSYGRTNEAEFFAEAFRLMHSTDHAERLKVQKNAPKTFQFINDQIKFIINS
PfHsp40 rescue: rescue of PfHsp40-mediated yeast toxicity; hit rate 0.68% among 340,000; S. cerevisiae expressing PfHsp40, growth rescue, ATP luminescence; growth rescue, % at 12.5 µM; AID 504582; in the data active means growth rescue above about 28%, passing the limit was not always enough; inconclusive means no clear call, values can overlap the other calls;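 further: yeast W303a lacking pdr1 and pdr3 grown in galactose medium; growth measured after three days at 30 °C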
TcdB inh: TcdB glycohydrolase inhibition | inhibition, % at 9.99 µM | TcdB glycohydrolase enzymatic assay, plate reader | hit rate 0.24% among 350,000 | P18177 | AID 652162; in the data active means inhibition above about 10%
Yp Topo-I inh: inhibitors of Yersinia pestis topoisomerase I | Y. pestis Topo-I cleavage product accumulation, plate reader | activity, % at 10 µM | hit rate 0.064% among 360,000; in the data active means activity above about 50%, passing the limit was not always enough; inconclusive means no clear call, values can overlap the other calls; further: inactives centre near 2
BH1578 lux ind: inducers of Vibrio cholerae quorum light production without autoinducers. activation, % at 18.7 µM. V. cholerae BH1578 lux reporter, luminescence, 6 h. hit rate 0.16% among 350,000; in the data active means activation mostly above about 9.7%, no sharp cut-off; inconclusive means no clear call, values can overlap the other calls; inactive means mostly below about 3.7%; further: not every result past the cut was called active; inactives centre near 0; reference of the scale not given here
PriA SSB inh: inhibitors of Klebsiella pneumoniae PriA binding to SSB C-terminal tail; inhibition, % at 33 µM; hit rate 0.6% among 430,000; AlphaScreen SSBct-PriA binding, biotinylated peptide; in the data active means inhibition mostly above about 37%, no sharp cut-off; inactive means mostly below about 20%;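 further: plate controls were negative control peptide for no effect and reference peptide for full effect; strong numbers were not always called active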
* = called active by the depositor; i = inactive; ? = inconclusive; . = not tested or not shown; & = joins results of further samples. Unless noted, no stated cut-off is given here; in the data, active means inhibition above about 30%; inconclusive means no clear call, values can overlap the other calls; inactive means below that.

Below each compound: 3CLpro inhibitor | BoNT-A LC inh2 | PrPC TRFRET | Anthrax LF inh2 | PfHsp40 rescue | TcdB inh | Yp Topo-I inh | BH1578 lux ind | PriA SSB inh
- O=C(Nc1ccccc1)c1cccnc1NCCc1ccccc1
→ -1 | -0.6 | -1 | -1 | 7.2 | 1.2 | 3 | -0.2 | -91
- CN(C)C(=C(C#N)C#N)N1CCN(c2ccc(Cl)c(Cl)c2)CC1
→ 2 | 0.7 | 5 | -5 | 1.2 | . | 42 | -12 | -20
- COc1ccc(-n2nnnc2Sc2ccc(S(=O)(=O)N3CCOCC3)cn2)cc1
→ . | 1.1 | 1 | 1 | 0.0 | . | 6 | -0.1 | -18
- COc1ccc(CN2C(=O)c3cccnc3C2Nc2cc(Cl)ccc2OC)cc1 (stereo not drawn)
→ 1 | -0.7 | -1 | -4 | 1.2 | -7.4 | 11 | i | -6
- COc1cccc(NC(=O)c2cccc(OC)c2OC)c1
→ 3 | 0.9 | 0 | -1 | 0.9 | . | -6 | 11 | -6
- COc1ccc(-c2csc(C(C)(O)c3ccccc3)n2)cn1 (stereo not drawn)
→ . | 0.1 | 5 | 0 | . | 1.6 | 1 | i | .
- CC(=O)c1cccc(-c2ccnc3c2CC(C(=O)Nc2ccc(C(C)C)cc2)O3)c1 (stereo not drawn)
→ . | -1.3 | -3 | -7 | . | -1.0 | 17 | -0.3 | .
- C/C(=N\NC(=O)c1nnn(-c2nonc2N)c1-c1ccc2c(c1)OCO2)c1ccc(F)cc1
→ 6 | -1.6 | -9 | 0 | -0.6 | 1.1 | 1 | -0.5 | .
- COc1cc(/C=C(\C#N)C(=O)Nc2ccc3c(c2)OCCO3)ccc1O
→ -2 | 0.8 | 6 | -5 | 13 | 15* | -12 | i | 10
- NC(=O)c1cc([N+](=O)[O-])ccc1NCc1cccnc1
→ -1 | -0.1 | -29 | -2 | -1.0 | 0.3 | 2 | -0.2 | -16
- COc1ccc(Oc2nc(Oc3ccc(OC)cc3)nc(Oc3ccc(OC)cc3)n2)cc1
→ -8 | 0.1 | -1 | -6 | 0.2 | . | 6 | -0.4 | -10
- CCN(Cc1ccccc1)C(=O)COC(=O)c1c(C)nsc1NC
→ . | 0.1 | 11 | -5 | 0.9 | 1.1 | 9 | i | -4
- S=C(NCCc1ccccc1)N1Cc2cc(Br)ccc2-n2nncc2C1
→ . | -0.2 | -8 | 4 | . | -0.6 | . | . | .
- CCOC(=O)N1CCN(c2c(N3CCN(c4cccc(C)c4C)CC3)c(=O)c2=O)CC1
→ -1 | -0.7 | -3 | -8 | -0.7 | 0.7 | -11 | -0.1 | -1
- CC(C)Cn1c(=O)c2ccccc2n2c(CCC(=O)NCC3CCCO3)nnc12 (stereo not drawn)
→ -3 | -3.7 | 0 | -5 | -0.5 | 0.3 | -4 | -0.4 | 2
- CC1=CC(C)(C)N2C(=O)C3(C(C#N)=C(N)Oc4cc(C)oc(=O)c43)c3cccc1c32 (stereo not drawn)
→ 3 | 0.1 | -13 | -5 | 0.2 | . | 3 | i | -7
- c1ccc2sc(SN3CCOCC3)nc2c1
→ -1 | -1.0 | 1 | -7 | -2.6 | . | -3 | i | -4
- O=C(O)CC1(CC(=O)NCc2csc(-c3cccs3)n2)CCCCC1
→ -2 | ? | -5 | -3 | -1.6 | -0.2 | -1 | -0.6 | 1
- Cc1cc(C)n(-c2nnc(C)c(=O)[nH]2)n1
→ 2 | 4.0 | -1 | -3 | -0.4 | . | 2 | -0.2 | 74*
- C[C@H](CO)N1C[C@H](C)[C@@H](CN(C)S(=O)(=O)c2ccccc2)Oc2c(cccc2N(C)C)C1=O
→ . | -0.4 | -5 | 1 | 0.5 | 0.8&0.9 | 18 | 1.0 | 2
- CC1(C)CC(=O)C(C(=O)/C=C/c2ccco2)C(=O)C1
→ 4 | -0.1 | 4 | 0 | 6.7 | -0.7 | 1 | -1.6 | 3
- COc1ccc2c(c1)c(C(=O)N/N=C/c1cn(C)c3ccccc13)c(C)n2C
→ 0 | ? | -7 | -14 | -1.1 | 3.0 | -3 | i | i
- Cc1ccnc2nc(C(=O)NC3=NCCS3)nn12
→ -6 | -3.2 | -6 | 0 | -0.6 | . | -2 | -3.6 | 1
- CCOc1ccc(S(=O)(=O)N(CC)CC(=O)NCc2ccncc2)cc1
→ 6 | -0.1 | -6 | -1 | 2.8 | 0.4 | 5 | -0.2 | 0
- CCc1nc(SCC(=O)NCc2ccc(F)cc2)c2c(=O)n(C)c(=O)n(C)c2n1
→ -1 | 0.4 | 2 | 6 | -0.6 | 0.2 | 5 | -0.5 | -7
- c1ccc(-n2nnnc2Cc2nnnn2-c2ccccc2)cc1
→ 1 | -1.8 | 6 | -8 | -0.8 | 1.4 | 5 | i | -12
- COC1Cc2ccccc2N(C(=O)N2CCN(CCO)CC2)c2ccccc21 (stereo not drawn)
→ 0 | -0.2 | -6 | -1 | -0.4 | . | -2 | -2.2 | -7
- COc1cccc(N(C(=O)c2ccco2)C(C(=O)NC2CCCC2)c2ccc(N3CCOCC3)cc2)c1 (stereo not drawn)
→ 5 | 0.4 | -9 | -1 | 0.6 | -2.2 | 17 | 0.3 | 5
- COc1ccc2c(c1)CC/C(=C/c1ccncc1)C2=O
→ -2 | -0.1 | . | -4 | 0.9 | . | -1 | -1.4 | -5
- CN1C(=O)C(=Cc2ccc(N3CCCCCC3)o2)C(=O)N(C)C1=S
→ 1 | 27 | 0 | 30* | 2.7 | . | 6 | -0.5 | -9

Copied from the list:
COc1cc(/C=C(\C#N)C(=O)Nc2ccc3c(c2)OCCO3)ccc1O – PriA SSB inh = 10
COc1cccc(NC(=O)c2cccc(OC)c2OC)c1 – PrPC TRFRET = 0
S=C(NCCc1ccccc1)N1Cc2cc(Br)ccc2-n2nncc2C1 – TcdB inh = -0.6
NC(=O)c1cc([N+](=O)[O-])ccc1NCc1cccnc1 – BH1578 lux ind = -0.2
COc1cccc(N(C(=O)c2ccco2)C(C(=O)NC2CCCC2)c2ccc(N3CCOCC3)cc2)c1 (stereo not drawn) – BoNT-A LC inh2 = 0.4
CCOc1ccc(S(=O)(=O)N(CC)CC(=O)NCc2ccncc2)cc1 – PriA SSB inh = 0

(cont.)
Below each compound: 3CLpro inhibitor | BoNT-A LC inh2 | PrPC TRFRET | Anthrax LF inh2 | PfHsp40 rescue | TcdB inh | Yp Topo-I inh | BH1578 lux ind | PriA SSB inh
- COc1ccc(NC(=O)CC2SC(N)=NC2=O)c([N+](=O)[O-])c1 (stereo not drawn)
→ -3 | -0.2 | -22 | -1 | 0.3 | 1.1 | 0 | 1.2 | .
- O=C(COC(=O)c1ccc(Br)o1)NCC(=O)Nc1ccc(F)cc1
→ . | -0.2 | 2 | 1 | -0.4 | 1.9 | 0 | -1.5 | 1
- COc1ccc(OC)c2sc(NC(=O)c3ccc(Cl)s3)nc12
→ 3 | -1.1 | -6 | -9 | -0.3 | 0.2 | -5 | -0.2 | -6&-2
- COCC(=O)N1CCC(Oc2ccc(C(=O)N(C)C3CCCCC3)cc2)CC1
→ -3 | -3.1 | -1 | -1 | -0.9 | -0.2 | 6 | i | -6
- COC(=O)c1c(-c2cccc(C)c2)csc1N
→ -1 | -0.4 | -2 | -1 | 0.0 | . | -9 | -3.7 | 1
- CCCCc1c(C)nc2ccc(Br)cc2c1SC(N)N
→ -1 | -0.8 | -9 | 4 | -0.9 | 1.0 | 0 | -1.9 | -9
- CCN1C(=N)N(c2ccccc2)C(=O)C(CC)(CC)C1=O
→ . | 0.4 | 9 | -1 | -1.2 | 0.7 | 2 | i | -3
- Cc1ccc(O)c(-c2cc(-c3ccc(F)cc3)no2)c1
→ -5 | 0.2 | -1 | 8 | -0.7 | 0.5 | 0 | i | -13
- COc1ccc(C2CC(=O)c3cnn(-c4nc(C)cc(C)n4)c3C2)cc1 (stereo not drawn)
→ -2 | -0.7 | 4 | -4 | -0.8 | 1.1 | 7 | -1.5 | -15
- OCCN1CCN(CC(O)COc2ccc(Cl)cc2)CC1 (stereo not drawn)
→ 2 | -0.1 | 3 | -16 | 0.0 | . | 2 | 17* | -4
- Clc1ccc(Nc2cc(-c3ccccc3)nc3ncnn23)cc1
→ 7 | -6.0 | 10 | ? | . | 0.7 | 7 | -0.3 | -13
- N#Cc1c(C(F)(F)F)cc(-c2ccccc2)n(N)c1=O
→ -3 | -0.7 | -18 | -12 | 1.4 | 1.0 | 4 | -1.1 | -13
- CCCCN(C(=O)c1ccc(NC2CC2)c([N+](=O)[O-])c1)c1c(N)n(CC(C)C)c(=O)[nH]c1=O
→ . | 5.9 | -3 | 1 | 0.1 | 1.3 | 2 | -0.7 | -6
- Cc1ccc2c(c1)N(C(=O)CCC(=O)NC1CCC(C)CC1)CCO2 (stereo not drawn)
→ -4 | 0.5 | -1 | 0 | 0.4 | -1.8 | 1 | -0.2 | -5
- c1ccc(N2CCN(c3nnnn3-c3ccccc3)CC2)cc1
→ -4 | -0.8 | 11 | 4 | 2.7 | . | 3 | i | -5
- C=CCn1c(COc2ccc(F)cc2)nnc1SCC(=O)NC1CCS(=O)(=O)C1 (stereo not drawn)
→ . | 5.5 | -1 | 0 | -2.4 | 0.9 | -5 | i | -1
- Cc1ccc([N+](=O)[O-])cc1N=C(c1cccc(Br)c1)N1CCOCC1
→ -4 | 1.5 | 1 | -8 | -0.9 | . | -4 | i | 11
- COc1ccccc1NC(=O)NCCN1CCN(c2cccc(Cl)c2)CC1
→ 5 | -2.3 | -2 | -1 | -0.2 | -1.9 | 3 | i | -13
- Cc1ccc(CCN2CC(C(=O)NCCN3CCCCCC3)CC2=O)cc1 (stereo not drawn)
→ -2 | 0.6 | -3 | -8 | -0.9 | . | 5 | . | 3
- Cc1c(NC(=O)c2ccc(F)cc2)c(=O)n(-c2ccccc2)n1C
→ 0 | -0.3 | -6 | 3 | 0.2 | 0.5 | 3 | -0.1 | -10
- CC1=NC(C(F)(F)F)(C(F)(F)F)C(C#N)=C(C)N1
→ 5 | -0.6 | 9 | -5 | -0.4 | . | 5 | i | -5
- CCOc1ccc(C(=O)NCc2ccc3c(c2)OCO3)cc1OCC
→ 3 | . | 7 | . | -0.6 | 1.5 | -2 | -2.4 | -4
- COC(=O)c1[nH]c2cc(OC)ccc2c1NC(=O)CCN1CCN(c2cccc(C)c2C)CC1
→ -3 | -0.1 | -1 | -6 | 0.2 | . | 14 | i | 30
- CC1CN(Cc2nnc(-c3ccccc3)o2)CC(C)O1 (stereo not drawn)
→ 2 | -3.1 | 1 | -12 | -1.0 | 1.4 | 3 | i | 5
- CS(=O)(=O)Cc1cccc(C(=O)NC2CCSc3ccccc32)c1 (stereo not drawn)
→ 1 | -0.3 | 1 | -1 | -0.1 | -9.3 | -7 | 0.0 | -5

Random excerpt: three records from the list
Below each compound: 3CLpro inhibitor | BoNT-A LC inh2 | PrPC TRFRET | Anthrax LF inh2 | PfHsp40 rescue | TcdB inh | Yp Topo-I inh | BH1578 lux ind | PriA SSB inh
- CCOc1ccc(C(=O)NCc2ccc3c(c2)OCO3)cc1OCC
→ 3 | . | 7 | . | -0.6 | 1.5 | -2 | -2.4 | -4
- CC1CN(Cc2nnc(-c3ccccc3)o2)CC(C)O1 (stereo not drawn)
→ 2 | -3.1 | 1 | -12 | -1.0 | 1.4 | 3 | i | 5
- Cc1ccc(CCN2CC(C(=O)NCCN3CCCCCC3)CC2=O)cc1 (stereo not drawn)
→ -2 | 0.6 | -3 | -8 | -0.9 | . | 5 | . | 3

The list is partial; the hit share may differ from the screen's.
